# PLK1 PBD inh: inhibitors of human PLK1 polo-box domain binding | P53350 | Plk1 PBD binding of FITC phosphopeptide, fluorescence polarization | Potency, µM, for the others: max response, negative = inhibition, hits mostly inhibitors | actives 2.8% (n = 360,000); further: potency means the concentration at half of the fitted maximal effect; series mostly up to about 57 µM; on the % scale 0 is the no-effect control and ±100 the full control effect; nearly all actives have a fitted effect of over 65% in size
# Target sequence (P53350 whole entry, looked up, the tested form may be a part): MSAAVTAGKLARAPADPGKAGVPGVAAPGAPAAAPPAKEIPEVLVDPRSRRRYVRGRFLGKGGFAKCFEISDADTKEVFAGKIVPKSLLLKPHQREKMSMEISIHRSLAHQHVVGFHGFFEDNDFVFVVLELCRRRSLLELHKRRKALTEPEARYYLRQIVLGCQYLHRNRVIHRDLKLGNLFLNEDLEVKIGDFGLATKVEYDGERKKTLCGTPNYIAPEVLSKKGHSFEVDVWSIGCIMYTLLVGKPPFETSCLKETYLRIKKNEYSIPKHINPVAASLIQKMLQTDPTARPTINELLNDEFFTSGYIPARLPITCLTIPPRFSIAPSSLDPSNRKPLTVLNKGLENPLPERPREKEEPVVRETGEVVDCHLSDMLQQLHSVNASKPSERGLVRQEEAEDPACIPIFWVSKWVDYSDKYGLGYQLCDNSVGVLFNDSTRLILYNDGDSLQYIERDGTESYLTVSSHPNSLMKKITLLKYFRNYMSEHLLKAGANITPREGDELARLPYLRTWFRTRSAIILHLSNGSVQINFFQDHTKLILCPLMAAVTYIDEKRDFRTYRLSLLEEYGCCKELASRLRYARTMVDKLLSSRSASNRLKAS
# PI5P4K alpha inh: blocks human PI5P4K alpha kinase activity. actives 1.2% (n = 330,000). PI5P4Kalpha enzyme, ADP-Glo luminescence, 60 min; stronger effect = lower value. max response, %. P48426. AID 652105; active means max response of -50% or lower; inconclusive means between -30% and -50%; inactive means -30% or higher; further: value at the top dose of about 77 µM; on the % scale 0 is the no-effect control and ±100 the full control effect
# Target sequence (P48426 whole entry, looked up): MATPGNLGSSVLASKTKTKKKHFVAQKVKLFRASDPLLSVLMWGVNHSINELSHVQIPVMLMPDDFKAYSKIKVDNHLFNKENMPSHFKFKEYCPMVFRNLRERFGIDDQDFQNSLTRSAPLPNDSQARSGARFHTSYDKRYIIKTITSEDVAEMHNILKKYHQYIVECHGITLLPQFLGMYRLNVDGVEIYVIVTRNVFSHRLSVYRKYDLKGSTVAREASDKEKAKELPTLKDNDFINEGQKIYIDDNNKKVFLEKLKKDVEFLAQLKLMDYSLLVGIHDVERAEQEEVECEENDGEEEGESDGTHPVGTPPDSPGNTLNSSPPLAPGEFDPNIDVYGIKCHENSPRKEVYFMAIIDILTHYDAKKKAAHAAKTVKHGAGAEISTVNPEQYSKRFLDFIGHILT
#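 Controls without substrate or without enzyme flank wells where PI5P4Kalpha converts substrate using 5 microM ATP (final). Incubation lasts 60 minutes at room temperature; ADP formed is read by ADP-Glo luminescence.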
# EPAC1 antagonist: blocks human EPAC1 exchange factor; EPAC1 GEF assay, Rap1b-BODIPY-GDP exchange fluorescence; Potency, µM (titrated, usually from 115 µM), for inactives: top-dose activity change, negative = inhibition, hits mostly inhibitors; actives 0.14% (n = 360,000); O95398;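 further: potency means the concentration at half of the fitted maximal effect; plate controls were vehicle for no effect and positive control for full effect; nearly all actives have a fitted effect of over 50% in size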
# Abeta yeast res: compounds reversing amyloid beta toxicity in yeast; Potency, µM (doses to about 46.1 µM), for the others: at the top dose growth rescue, most hits filed as activators; AID 1347071; actives 0.063% (n = 410,000); yeast expressing A-beta42, growth rescue, OD600, 48 h; response scale: 0% DMSO, 100% iron-clioquinol control; further: potency means the concentration at half of the fitted maximal effect; nearly all actives have a fitted effect of over 55% in size
#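 Growth rescue measured by 600 nm absorbance after 48 h yeast culture at 30 C with compound. Values normalized between DMSO and an equimolar ferric chloride plus clioquinol control.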
# IL-2 act: activates IL-2 in a cell-based reporter assay; AID 652025; activation, % (series mostly up to about 46 µM); actives 0.065% (n = 360,000); IL-2 activation reporter assay, cell-based qHTS; stimulated with anti-CD3/CD4/CD28 beads; in transgenic mouse T cells; in the data active means activation above about 50%; inconclusive means mostly about 30% to 49%; further: 0% is about no effect
#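 Quantitative HTS in unstimulated transgenic mouse T cells, with memory T cells as non-tolerant control and PMA/ionomycin as tolerance-bypass control. Compound pretreatment lasted 60 minutes before 18 h bead stimulation; EGFP/DsRed fluorescence read.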
# FUS suppressor: rescues growth of FUS-expressing yeast | S. cerevisiae FUS-expressing, growth rescue, OD600, 24 h | Potency, µM (doses to about 76.6 µM), without a hit: at the top dose growth rescue (activation), hits mostly activators | actives 0.24% (n = 390,000);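 further: potency means the concentration at half of the fitted maximal effect; plate controls were DMSO vehicle for no effect and reference control for full effect; nearly all actives have a fitted effect of over 55% in size; some results filed as inactive show a strong effect at the top dose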
#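 Yeast expressing FUS under galactose induction, OD 0.005 in 2% galactose medium; compounds in a dilution series, 24 h at 30C. Growth rescue by absorbance at 600 nm; CP55940 positive control, DMSO negative.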
# WRN inhibitor: WRN helicase (human) inhibition; actives 0.46% (n = 360,000); WRN helicase unwinding, fluorescent forked duplex, kinetic; Q14191; Potency, µM (top dose mostly 114 µM), inactives show at the highest dose activity change, negative = inhibition, actives largely listed as inhibitors; further: potency means the concentration at half of the fitted maximal effect; on the % scale 0 is the no-effect control and ±100 the full control effect; nearly all actives have a fitted effect of over 55% in size
#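 Kinetic red-fluorescence monitoring (525/598 nm) tracks WRN helicase activity after 100 nM fluorophore-quencher forked duplex and 2 mM ATP are added to 20 nM enzyme pretreated 15 min at room temperature with compound.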
# EPAC1 agonist: activates human EPAC1 exchange factor. O95398. EPAC1 agonist qHTS, biochemical assay; response scale: 100% = response to 6.5 mM cAMP. Potency, µM (highest dose often 154 µM), for the others: top-dose activation, actives largely listed as activators. actives 0.073% (n = 360,000); further: potency means the concentration at half of the fitted maximal effect; nearly all actives have a fitted effect of over 60% in size
#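 Fluorescent GDP-exchange assay: 100 nM EPAC1 with 250 nM Rap1B preloaded with BODIPY-GDP and 50 uM GDP; compounds tested as concentration series, 5 min at room temperature, then read every 5 min for 30 min (ex 480/em 540 nm); normalized to 6.5 mM cAMP.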
# Starred values were filed as active, the others as inactive; ? = inconclusive; nt = no result given; & = joins results of further samples; [ ] = dose if it differs, or a comment. Unless noted, the call rests on the fitted dose curve; in most records, active means well fitted curve in the direction sought with a large enough effect; inconclusive means small, poorly fitted or top-dose-only effect, or another doubt; inactive means no such curve, though single readings can be large; an effect the other way counts as inactive or inconclusive.
Molecule,PLK1 PBD inh,PI5P4K alpha inh,EPAC1 antagonist,Abeta yeast res,IL-2 act,FUS suppressor,WRN inhibitor,EPAC1 agonist
CCC(SC1=N/C(=C/c2ccccc2OC)C(=O)N1c1ccccc1)C(=O)Nc1cc(C)on1 (stereo not given),-6%,8,?,6%,1.1,3%,-4%,7%
Cc1ccc(Nc2nc(N)nc(CSC(=S)N3CCOCC3)n2)c(C)c1,-6%,-2,-25%,-2%,-0.5,nt,1%,1%
O=C(O)C1CCCCC1C(=O)Nc1ccc2c(c1)CCC2 (stereo not given),-9%,-7,2%,-16%,1.0,9%,-7%,-4%
CC1CCCCN1C(=O)Cc1ccc(Cl)cc1 (stereo not given),3%,-1,3%,16%,3.0,6%,4%,3%
N#Cc1cccc(S(=O)(=O)NCCOc2ccccc2F)c1,-5%,1,-6%,-2%,-0.4,8%,-3%,-6%
O=C(O)CCCNC(=O)c1cncc(O)c1,-4%,0,3%,1%,0.5,0%,0%,5%
Cc1ccc(CN2CC(N3CCN(CCO)CC3)CS2(=O)=O)cc1 (stereo not given),0%,-4,-2%,-12%,1.0,-31%,3%,-13%
COc1ccccc1CCNC(=O)CN1C(=O)NC2(CCCC2)C1=O,0%,-3,19%,-20%,-1.7,7%,15%,2%
CCC[C@@H]1C[C@@]1(CCC)[C@@H](NP(=O)(c1ccccc1)c1ccccc1)c1ccc(C(=O)OC)cc1,-2%,-24,-17%,-8%,-0.8,?,-7%,-16%
O=C(/C=C/c1cc2ccccc2o1)c1ccccc1O,-6%,34,-5%,-13%,-0.7,21%,-7%,13%
COc1cccc(N2CCN(S(=O)(=O)c3cc4c(cc3Cl)NC(=O)CO4)CC2)c1,-19%,-19,-3%,-13%,-2.0,-13%,0%,11%
CCOc1cc(S(=O)(=O)n2cnc(C)c2)ccc1Cl,1%,1,5%,9%,-1.0,20%,2%,-1%
Cc1cccc(C)c1NC(=O)/C(C#N)=C/c1ccsc1,-6%,2,-5%,21%,-0.1,-15%,-9%,12%
CC1(C)Oc2ccc3ccc(=O)oc3c2/C(=N/O)C1=O,5%,2,2%,0%,-0.9,-28%,3%,3%
Cc1ccc(N2C(=O)[C@@H]3C(C(=O)C(c4ccccc4)c4ccccc4)=NN[C@@H]3C2=O)cc1,-2%,-15,-21%,5%,4.9,14%,-10%,14%
CCOC(=O)C1CCN(C(=O)N(C)C)CC1,-5%,nt,7%,-10%,-2.3,22%,-3%,-15%
O=c1c2ccccc2nc(/C=C/c2ccc(Br)cc2)n1CCO,-8%,3,-18%,12%,-2.0,3%,-8%,2%
COC(=O)c1ccc(NC(=O)c2ccc(F)cc2)o1,-6%,-7,-1%,-19%,-2.6,7%,1%,1%
COc1ccc(C2=NN(Cc3c(F)cccc3Cl)C(=O)CC2)cc1,-13%,6,-13%,nt,0.2,0%,1%,9%
CCOc1ccc(C(C)NC(=O)CCC(=O)O)cc1 (stereo not given),-6%,6,1%,11%,0.2,-4%,1%,26%
CC(=O)CCc1c[nH]c2c(C(=O)O)cccc12,2%,-6,-7%,23%,0.4,-14%,-2%,-1%
CCCC1C(=O)Nc2ccccc2N1C(=O)c1ccc(C(C)(C)C)cc1 (stereo not given),-8%,4,?,11%,-0.9,18%,-11%[57.1 µM],-6%
Cc1cc(=O)oc2c3c(cc(OCC(=O)N[C@@H](C)C(=O)O)c12)OC(C)(C)CC3,-5%,?,-3%,9%,-1.9,-3%,-11%,-15%
O=C(NCc1n[nH]c(=S)n1-c1ccc(F)cc1)c1ccc(S(=O)(=O)N2CCCCC2)cc1,-4%,-6,-4%,-2%,1.1,15%,8%,2%
COc1cccc(/C=N/NC(=O)c2cc3c(OC)ccc(OC)c3[nH]2)c1O,-3%,3,-3%,-24%,-2.6,6%,-12%,10%
O=C(N/N=C/c1ccc(OCCCF)cc1)c1ccc(C(F)(F)F)cc1,-7%,8,3%,-7%,-0.9,3%,-5%,1%
CC1CCN(C2=C(NS(=O)(=O)c3ccc(Cl)cc3)C(=O)c3ccccc3C2=O)CC1,-10%,5,-2%,?,-2.5,-6%,-5%,-10%
CC(=O)C1=C(C)Nc2ncnn2C1c1cccc(O)c1 (stereo not given),-3%,-14,1%,-10%,2.0,12%,-3%,13%
Nc1nonc1-n1nnc(C(=O)N/N=C/c2ccoc2)c1CSc1ccc(Cl)cc1,-11%,-24,-9%,nt,6.6,1%,-9%,-1%
C=CCSc1nnc(NC(=O)c2cn(CC)c3nc(C)ccc3c2=O)s1,4%,-10,2%,2%,4.1,10%,1%,-5%

# Entries of single compounds as entered above:
# Profile of `O=C(NCc1n[nH]c(=S)n1-c1ccc(F)cc1)c1ccc(S(=O)(=O)N2CCCCC2)cc1` → PLK1 PBD inh: -4%; PI5P4K alpha inh: -6; EPAC1 antagonist: -4%; Abeta yeast res: -2%; IL-2 act: 1.1; FUS suppressor: 15%; WRN inhibitor: 8%; EPAC1 agonist: 2%
# Profile of `Cc1cc(=O)oc2c3c(cc(OCC(=O)N[C@@H](C)C(=O)O)c12)OC(C)(C)CC3` → PLK1 PBD inh: -5%; PI5P4K alpha inh: ?; EPAC1 antagonist: -3%; Abeta yeast res: 9%; IL-2 act: -1.9; FUS suppressor: -3%; WRN inhibitor: -11%; EPAC1 agonist: -15%

# Later entries:
Molecule,PLK1 PBD inh,PI5P4K alpha inh,EPAC1 antagonist,Abeta yeast res,IL-2 act,FUS suppressor,WRN inhibitor,EPAC1 agonist
COc1ccc(S(=O)(=O)N2CCN(C(=O)CCNC(=O)c3ccccc3Cl)CC2)cc1,0%,-5,-12%,1%,-0.6,nt,5%,-2%
O=C(Nc1ccccc1-c1nc2ccccc2[nH]c1=O)c1cccs1,0%,3,-15%,-1%,0.3,1%,0%,-5%
[O-]/C(=C(\C(=S)Nc1cccc2ccccc12)[n+]1cccc(CO)c1)c1ccc(Cl)s1,-11%,3,6%,24%,0.9,11%,-3%,12%
Cc1c(C=O)c(=O)n(-c2ccccc2)n1C,-21%,-3,8%,7%,-3.2,-12%,5%,-2%
CCOC(=O)c1c(NC(=S)NC(=O)c2cnn(CC)c2)sc2c1CCC(C)C2 (stereo not given),-13%,0,-5%,-5%,-0.8,6%,-2%,8%
CCNC(=O)NC(=O)C(C)Sc1nc2ccccc2n1CC(C)C (stereo not given),-8%,1,4%,-1%,-0.1,19%,5%,-4%
Cc1ccc(C(=O)N(CC(=O)NC2CCCC2)c2ccccc2C)s1,1%,-3,-6%,10%,1.9,-10%,-3%,8%
CC(C)CCC(C(=O)O)C(C)CC(=O)NNC(=O)c1ccco1 (stereo not given),5%&-4%,3&1,2%&15%,-4%&-5%,-2.1&-1.8,7%&11%,0%&0%,4%&-10%
COc1ccc(NC(=O)COC(=O)c2ccc(-n3cnnn3)cc2)cc1Cl,-10%,2,1%,0%,-0.2,24%,-29%,8%
CSc1sc2ccccc2[n+]1CCCS(=O)(=O)[O-],?,nt,0%,-28%,1.9,0%,5%,15%
c1ccc(CCN2CCN=C2Nc2ccccc2)cc1,-20%,-3,-2%,5%,-2.8,-16%,-1%,-8%
Oc1ccc(Cl)cc1-c1cc(-c2ccccc2)n[nH]1,5%,1,-13%,?,1.0,12%,-11%,-5%
CC1(C)CC(=O)C(C(C2=C(O)CC(C)(C)CC2=O)c2ccc([N+](=O)[O-])cc2)C(=O)C1 (stereo not given),-12%,-6,23%,10%,1.4,25%,-29%[57.1 µM],-4%
CCN(C(=O)COC(=O)COc1ccc2c(C)cc(=O)oc2c1)C1CCS(=O)(=O)C1 (stereo not given),-14%,1,-29%,3%,0.4,4%,-30%,16%
N#Cc1ccc(N[C@@H]2CCN3C(=O)c4ccccc4[C@@H]3C[C@H]2O)cc1,-2%,4,-7%,10%,0.5,12%,-3%,-8%
CC(=O)N1CCc2c(sc(NC(=O)C3CC3)c2-c2nc3ccccc3s2)C1,?,-21,-19%,1%,-1.4,45%,-14%,9%
O=C(CSc1nnc(NC(=O)c2cc(Br)ccc2Cl)s1)NCC1CCCO1 (stereo not given),-5%,-7,-7%,2%,0.5,21%,2%,-8%
Cc1nnc(NC(=O)CCS(=O)(=O)c2ccccc2)s1,-6%,4,7%,-7%,0.1,18%,0%,0%
O=C1S/C(=C/c2ccccc2F)C(=O)N1CCN=C1NS(=O)(=O)c2ccccc21,3%,-4,-16%,1%,2.0,-8%,-6%,5%
Cc1ccc(S(=O)(=O)N2CCOCC2)cc1NC(=O)c1cc(-c2ccccn2)nc2ccccc12,?,5,5%,12%,3.5,?,0%,11%
O=c1[nH]cc(N=Cc2cc(Cl)cc(Cl)c2O)c(=O)[nH]1,?,?,-6%,-23%,-0.7,-3%,24%,100µM*
CCCCC(SCC(=O)Nc1ccccc1)C(=O)O (stereo not given),-19%,1,-11%,2%,-0.2,-1%,-10%,7%
CN(C)c1cccc(C(=O)N2CCCC(CCC(=O)NCc3ccccc3F)C2)c1 (stereo not given),-9%,0,0%,14%,-2.2,5%,-1%,-2%
CN(C)S(=O)(=O)N1CCN(CC(O)COc2ccc3cc(Br)ccc3c2)CC1 (stereo not given),2%,1,-12%,-10%,-2.7,-12%,1%[57.1 µM],2%
COC(=O)c1cc(C#N)c(Oc2ccc(OC)cc2)nc1C,-13%,-1,-16%,-2%,0.6,-15%,0%,1%
O=C(O)CCC(=O)Nc1ccc(S(=O)(=O)N2CCCC2)cc1,-5%,0,0%,-10%,0.0,4%,7%,0%
Cc1[nH]n(-c2ccccc2)c(=O)c1/C=N\NC(=O)C1COc2ccccc2O1 (stereo not given),-1%,-9,-25%,-17%,0.6,10%,-14%,5%
O=S1(=O)N[C@@H](Cc2ccccc2)COc2cc(Br)ccc21,-4%,-3,5%,4%,0.9,-19%,2%,-4%
C=CCCC(=O)Nc1ccc(Br)cn1,-4%,-1,-3%,10%,-1.6,6%,1%,11%
COc1ccc(CC(=O)Nc2ccc(S(=O)(=O)N3CCCC3)cc2)cc1OC,-1%,-1,-15%,22%,-1.2,7%,-11%,-4%
Cc1cc(C)cc(NC(=S)N2CCC(NC(=O)c3ccco3)CC2)c1,2%,2,15%,-22%,0.1,-13%,-3%[57.1 µM],13%
COc1ccc(CCNC(=O)COC(=O)c2ccco2)cc1OC,-3%,nt,-3%,21%,1.4,34%,11%,5%
Cc1ccc(S(=O)(=O)Nc2cccc(C(=O)NCc3cccnc3)c2)cc1F,-1%,9,12%,4%,-2.7,0%,4%,4%
CC(C)CN(C(=O)c1ccc(S(=O)(=O)N2CCOCC2)cc1)C1CCS(=O)(=O)C1 (stereo not given),3%,2,-11%,-6%,-0.5,5%,-3%,-8%

# Source: PubChem BioAssay
